Screening results: PubChem BioAssay, several laboratories
West Nile virus CPE – West Nile virus antiviral activity, cell-based, CPE readout (AID 1621). West Nile virus-infected cells, CPE inhibition; higher % means a stronger effect. CPE inhibition, % at 10 µM, or IC50 in µM where a hit was titrated. 290,000 compounds, 0.02% hits; in the data active = a potency from the dose series; inconclusive = CPE inhibition mostly from about 3.7% at the one dose, without a potency; inactive = the rest, 99 in 100 with CPE inhibition below about 2.2%; also: strong numbers were not always called active
Dengue-2 NS5 capping – flavivirus cap methylation enzyme inhibition – biochemical, confirmation dose response, primary screen (AID 588689) | Dengue-2 NS5 methyltransferase capping enzyme assay, biochemical; higher % means a stronger effect | one-dose inhibition, % at 25 µM; IC50 in µM for titrated hits | 340,000 compounds, 0.3% hits; in the data active = a potency from the dose series; inconclusive = inhibition above about 29% without an active follow-up result
MgcRacGAP inhibition – MgcRacGAP GTPase-activating activity inhibitors, confirmation, biochemical, ADP Hunter fluorescence; MgcRacGAP-stimulated Rac1 GTP hydrolysis, ADP Hunter fluorescence; higher % means a stronger effect; GST-tagged Rac1 F28L mutant substrate; one-dose inhibition, % at 30 µM; IC50 in µM for titrated hits; 340,000 compounds, 0.6% hits; AID 624330;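 active = first-screen hits whose inhibition reached a set limit at any dose in the follow-up dose series; inconclusive = inhibition above the set first-screen limit but never retested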;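 also: fluorescence reports GDP produced by GAP-driven GTP hydrolysis; strong numbers were not always called active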
UTI89 phage lysis – protection from phage-mediated lysis, alamar blue read-out – E. coli UTI89, K1F phage, bacterial capsule biogenesis inhibitors (AID 488966). E. coli UTI89 K1F phage lysis, alamar blue, 2 h; higher % means a stronger effect. one-dose inhibition, % at 100 µM; IC50 in µM for titrated hits. 340,000 compounds, 0.02% hits;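 active = phage lysis inhibition, versus mean bacterial control, above a set limit; inconclusive = no clear call, values can overlap the other calls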;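 also: capsule biogenesis inhibitors block K1F phage lysis so surviving cells raise fluorescence; higher fluorescence means more inhibition of phage lysis; actives were called in the ten point dose series up to 300 µM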
NTR1 agonist – agonists of NTR1, primary screen, imaging, U2OS cells, beta-arrestin-GFP, high content (AID 493036); P30989; NTR1-U2OS beta-arrestin-GFP spot imaging, agonist mode; activation, % at 20 µM; 330,000 compounds, 0.17% hits;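 active = activation at or above 40% of the spot to cytoplasm intensity ratio, with at least 20 cells analyzed; inconclusive = wells under 20 cells, flagged as cytotoxic or low count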;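 also: 0% = DMSO without peptide and 100% = 100 nM NTR1 peptide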
Target sequence (P30989 whole entry, looked up): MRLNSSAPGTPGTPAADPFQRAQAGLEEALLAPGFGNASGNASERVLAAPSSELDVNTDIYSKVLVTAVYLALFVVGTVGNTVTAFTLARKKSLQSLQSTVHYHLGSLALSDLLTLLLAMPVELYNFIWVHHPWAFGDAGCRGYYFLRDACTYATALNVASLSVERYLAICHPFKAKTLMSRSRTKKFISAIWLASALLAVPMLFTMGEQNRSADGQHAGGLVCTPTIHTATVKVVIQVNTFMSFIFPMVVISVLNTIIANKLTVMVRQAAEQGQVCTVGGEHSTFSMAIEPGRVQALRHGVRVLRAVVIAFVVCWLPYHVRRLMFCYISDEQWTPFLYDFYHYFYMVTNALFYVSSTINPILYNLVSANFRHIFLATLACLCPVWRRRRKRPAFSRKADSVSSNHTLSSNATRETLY
T cell modulator – T cell immune modulators affecting CD8 T cell-vesicle binding. 2C CD8+ T cell-vesicle binding, flow cytometry; hits give low values. calls only at 7 µM. 330,000 compounds, 0.068% hits;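 active = response, share of CD8 T cells binding vesicles, and their 90th percentile fluorescence all below set limits, cut at about 80% in these data, passing the limit was not always enough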
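Incubation: binding step 1.5 h, 37 °C, antibody labelling 20 min, ice; system: murine 2C transgenic CD8+ T lymphocytes; technique: cytometric PE anti-B7-1 and Alexa647 anti-CD8 signals after 1% paraformaldehyde fixation; also added: QL9-charged Drosophila Ld/ICAM-1/B7-1 vesicles; control set: naked versus QL9-loaded vesicles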
SV40 large T antigen – TAg ATPase/helicase activity blockers – biochemical (AID 1903) | inhibition, % at 20 µM, or IC50 in µM where a hit was titrated | 310,000 compounds, 0.39% hits | SV40 large T antigen ATPase/helicase inhibition assay; higher % means a stronger effect; in the data active = a potency from the dose series; inconclusive = inhibition mostly from about 32% at the one dose, without a potency; inactive = the rest, 99 in 100 with inhibition below about 32%; also: strong numbers were not always called active
RSV CPE inhibition – inhibition of RSV-induced cytopathic effect – HEp-2 cells, primary 10 µM value included (AID 2391) | HEp-2 cells, RSV-induced CPE inhibition; higher % means a stronger effect | CPE inhibition, % at 10 µM, or IC50 in µM where a hit was titrated | 310,000 compounds, 0.13% hits; in the data active = a potency from the dose series; inconclusive = CPE inhibition mostly from about 23% at the one dose, without a potency; inactive = the rest, 99 in 100 with CPE inhibition below about 21%; also: strong numbers were not always called active
Salmonella PhoP GFP – PhoP-dependent GFP reporter repression – Salmonella Typhimurium, primary screen (AID 1863); 300,000 compounds, 0.16% hits; S. Typhimurium PhoP-regulated promoter GFP reporter, 4 h; higher % means a stronger effect; inhibition, % at 50 µM, or IC50 in µM where a hit was titrated;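 active = inhibition over 29.93%, a cutoff 3 SD above the screen mean, later confirmed by dose response; inconclusive = inhibition over 29.93% but no dose response follow-up; inactive = inhibition at most 29.93% or unconfirmed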;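 also: 0% = low Mg2+ inducing control and 100% = high Mg2+ repressing control; strong numbers were not always called active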
T cell modulator vesicle-bound % – recorded beside T cell modulator, whose call it bears; double positive events, %; measured here: CD8+ vesicle-bound cell fraction;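 binding gate set so that unloaded-vesicle control wells show 10% double positive cells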
NTR1 agonist cell count 20 µM – recorded beside NTR1 agonist, whose call it bears; cell count; measured here: cell count, cytotoxicity flag
Dengue-2 NS5 capping pilot replicate – also measured in Dengue-2 NS5 capping; calls as there; inhibition, %; measured here: pilot screen replicate inhibition
* = called active by the depositor; i = inactive; ? = inconclusive; . = no result given; & = joins results of further samples; [ ] = remark or other dose.

SMILES | West Nile virus CPE | Dengue-2 NS5 capping | MgcRacGAP inhibition | UTI89 phage lysis | NTR1 agonist | NTR1 agonist cell count 20 µM | T cell modulator | T cell modulator vesicle-bound % | SV40 large T antigen | RSV CPE inhibition | Salmonella PhoP GFP | others
COC(=O)C1=C(C(=O)OC)SC2(S1)C(C(=O)OC)=C(C(=O)OC)SC1=C2c2cc(C)cc(C)c2NC1(C)C | 0.2% | 4% | 14% | 0.1% | 0.5 | 80 | i | 46 | 13% | 0.0% | 1%
CCOc1ccc2nc(SCc3ccc(OC)cc3)sc2c1 | -1.2% | -3% | 1% | 1.1% | 7.5 | 43 | i | 45 | -2% | 14% | -2%
CC(=O)Nc1ccc(NS(=O)(=O)c2ccccc2)cc1 | 0.3% | -17% | 5% | 0.1% | -1.2 | 50 | i | 32 | 13% | 1.1% | -11%
COc1ccc(NC(=O)Nc2cccc3c2O[C@H](CN(C)C(=O)NC2CCCCC2)[C@@H](C)CN([C@H](C)CO)C3=O)cc1 | . | -67% | 0% | 7.0% | -2.7 | 56 | i | 6 | . | . | .
CN(C)S(=O)(=O)c1cc(NC(=O)COC(=O)CCc2ccccc2)ccc1Cl | -0.4% | -3% | 5% | -0.2% | 2.1 | 53 | i | 34 | 6% | 0.9% | -1%
COc1ccc(S(=O)(=O)NCC(=O)Nc2cccc(C)c2C)cc1OC | -0.1% | -12% | 1% | -0.5% | -1.4 | 45 | i | 28 | 4% | 2.9% | 1%
O=C(Cn1nc(C(=O)O)c2ccccc2c1=O)Nc1cc(S(=O)(=O)N2CCCCC2)ccc1Cl | . | -1% | 6% | 0.1%[50 µM] | 6.4 | 55 | i | 44 | . | . | .
NC(=O)C1Cc2ccccc2CN1S(=O)(=O)c1cccs1 (stereo not given) | 0.2% | -4% | 5% | -0.2% | 2.1 | 46 | i | 54 | 9% | -1.8% | -2%
CCOc1ccc(Cc2nnc(SCC(=O)Nc3ccc(C(C)=O)cc3)[nH]c2=O)cc1 | . | -1% | 6% | -1.5% | -0.4 | 81 | i | 54 | 22% | 2.8% | -4%
Cc1ccc2sc(NNC(=O)c3cc(-c4cccs4)nc4ccccc34)nc2c1C | . | . | . | . | . | . | i | 36 | 7% | 0.2% | -10%
COC(=O)C1CCN(C(=O)COC(=O)c2cc(S(=O)(=O)N3CCOCC3)ccc2C)CC1 | . | 2% | 6% | 0.0%[50 µM] | -1.2 | 52 | i | 51 | . | . | .
Cc1ccc(S(=O)(=O)NC(=O)c2cccn2C)cc1 | 0.1% | -2% | 8% | 7.3% | -0.8 | 69 | i | 32 | 6% | 0.2% | -14%
COc1cc(CCC(=O)Nc2ccc(Cl)c(C(F)(F)F)c2)cc(OC)c1OC | -1.7% | -10% | 10% | 3.1% | 0.2 | 69 | i | 53 | 21% | ? | -14%
COc1ccc(OCC(=O)NCCNC(=O)c2ccccn2)cc1 | 0.2% | -5% | 0% | 0.1% | 0.1 | 42 | i | 20 | 4% | 0.2% | -1%
Cc1cccc(-n2[nH]c(C)c(C=Nc3ccc4[nH]c(=O)[nH]c4c3)c2=O)c1 | 0.8% | 4% | 21% | 3.2% | 1.4 | 46 | i | 54 | 14% | 2.2% | -18%
O=C(CN(CC1CCCO1)C(=O)c1nsc(Cl)c1Cl)NC1CCCC1 (stereo not given) | -0.3% | -6% | 9% | 0.3% | 1.8 | 100 | i | 36 | 5% | 0.2% | 2%
O=C1c2cc(O)cc(O)c2C(=O)c2c1cc(O)c([C@@H](CO)CCO)c2O | -0.2% | -27% | 11% | 0.4% | 2.5 | 95 | i | 44 | . | 1.0% | .
COc1ccc(/C=N/NC(=O)c2cccnc2)cc1COc1ccc([N+](=O)[O-])c(C)c1 | 0.2% | . | . | . | 12 | 38 | i | 41 | 10% | 3.6% | -6%
COc1ccc(S(=O)(=O)N/N=C(/C)c2ccncc2)cc1OC | 0.2% | -7% | 6% | 0.0% | -0.2 | 58 | i | 64 | 0% | 0.2% | 5%
COCC(C)NC(=O)c1ccccc1[N+](=O)[O-] (stereo not given) | 0.2% | 1% | 6% | 3.4% | -0.7 | 53 | i | 49 | 9% | 2.3% | -4%
NCCc1cnc[nH]1 | 0.4%&0.0% | 0%&-4% | 2%&-9% | 4.6%&1.0% | 4.7&11 | 75&78 | i | 26&24 | 15%&4% | 5.5%&1.6% | -4%&-2%
Cc1ccc(S(=O)(=O)NCC(=O)N(CC(=O)NC2CCCCC2)Cc2ccco2)cc1 | 0.1% | 3% | 1% | -0.1% | 0.5 | 37 | i | 36 | 8% | -0.3% | -1%
COc1ccc(-c2coc3cc4oc(=O)c5ccccc5c4cc23)cc1F | -0.9% | -9% | 10% | 1.4%[50 µM] | 4.3 | 52 | i | 15 | 2% | -0.6% | 6%
COC(=O)C(NC(C)=O)(Nc1ccc(Br)cc1)C(=O)OC | -0.1% | 3% | -3% | 0.8% | -0.6 | 65 | i | 31 | 0% | 7.9% | 8%
O=S(=O)(Nc1cccc(CO)c1)c1cccs1 | -0.2% | . | . | . | 1.6 | 55 | i | 15 | 8% | 1.0% | 1%

Remaining list, next part:
SMILES | West Nile virus CPE | Dengue-2 NS5 capping | MgcRacGAP inhibition | UTI89 phage lysis | NTR1 agonist | NTR1 agonist cell count 20 µM | T cell modulator | T cell modulator vesicle-bound % | SV40 large T antigen | RSV CPE inhibition | Salmonella PhoP GFP | others
Cc1ccc(C(=O)NCc2ccc3c(c2)CCO3)cc1C | -0.4% | 5% | 0% | -0.8% | -0.9 | 56 | i | 13 | 1% | 1.2% | -12%
COCc1[nH]nc2c1C1(C(=O)Nc3ccc(F)cc31)C(C#N)=C(N)O2 (stereo not given) | 0.0% | -2% | 4% | 0.7% | 5.1 | 60 | i | 33 | 6% | 1.7% | 3%
COc1ccc(N=C2C(=Nc3ccc(OC)cc3)N(c3ccccc3)C(=S)N2C(=O)c2ccc(Cl)cc2)cc1 | -0.1% | 11% | 9% | -0.3% | 2.4 | 86 | i | 22 | 13% | -0.5% | -1% | Dengue-2 NS5 capping pilot replicate=6.7
O=C(CCc1ccccc1)NCCc1ccc(F)cc1 | -0.1% | 1% | 11% | 0.2% | -0.1 | 60 | i | 16 | -2% | -0.3% | 13%
O=C(Cn1cnc2ccccc2c1=O)N(Cc1ccco1)c1ccc(O)cc1 | -0.8% | -3% | 1% | -0.1% | -1.0 | 61 | i | 26 | 9% | 1.0% | 0%
Cc1ccccc1-n1ncc2c1CC(C)(C)CC2NC(=O)C1CCC1 (stereo not given) | -0.1% | -9% | 9% | 0.3% | -0.7 | 52 | i | 16 | 6% | -1.0% | -2%
CCn1cc(Cl)c(C(=O)Nc2ccccc2C(N)=O)n1 | 0.2% | -5% | 1% | 0.5% | -0.8 | 70 | i | 22 | 7% | 1.8% | -6%
CCCCCCCNC(=O)CN1C(=O)CSc2ccc(S(=O)(=O)N3CCOCC3)cc21 | -0.7% | -4% | 8% | 0.5% | 0.3 | 70 | i | 28 | 6% | 3.3% | -3%
CCOC(=O)[C@@H]1[C@H]2COc3ccc(Br)cc3[C@@H]2N2C(=O)N(c3ccc(Cl)cc3)C(=O)[C@@]12C | . | -7% | 8% | 1.7% | -0.3 | 44 | i | 15 | . | . | .
Cc1c(Cc2ccccc2)c(NCCN(C)C)n2c(nc3ccccc32)c1C#N | 11% | -11% | -3% | -1.5% | -0.5 | 59 | i | 38 | 0% | 0.4% | -7%
COc1cc(NC(=S)N2CCCC(CO)C2)c(OC)cc1Cl (stereo not given) | -0.4% | -4% | 8% | 0.2% | -1.4 | 84 | i | 43 | 6% | 1.1% | 11%
CC1CCCC(NC(=O)NC(=O)CCl)C1C (stereo not given) | 0.8% | -4% | 3% | -0.1% | -0.3 | 83 | i | 41 | -2% | 11% | -4%
CSc1ncc(Cl)c(C(=O)Nc2cccc(Cl)c2)n1 | 0.7% | -3% | 7% | 0.6% | 1.8 | 76 | i | 16 | 13% | 0.4% | 0%
Cc1oc(C)c(S(=O)(=O)NCc2cccs2)c1C(=O)O | 0.6% | -4% | 8% | 0.6% | -0.7 | 51 | i | 36 | 8% | 0.5% | -11%
Cc1cccc(-c2nc(Nc3ccc(O)cc3)c3ccccc3n2)c1 | -0.4% | -7% | 19% | 0.4% | 61* | 84* | i | 12 | 12% | ? | 21%
COc1ccccc1[C@H]1C(c2ccc(F)cc2)=NN(c2ccccc2)[C@@H]1CO | . | -2% | 6% | 0.0% | 2.7 | 67 | . | . | . | . | . | Dengue-2 NS5 capping pilot replicate=-3.6
CCOC(=O)c1cc(-c2ccc(OC)cc2)nn1-c1ccc(C(=O)O)cc1 | 1.2% | -5% | 7% | 0.2% | 0.6 | 50 | i | 15 | -3% | 0.2% | 9%
COc1ccc(N(CC(O)CN2CCCCC2)S(=O)(=O)c2ccc(C)cc2)cc1 (stereo not given) | -1.1% | 3% | -4% | -0.2% | -0.6 | 70 | i | 38 | -1% | -1.9% | -6%
N#Cc1ccc(-c2ccc(F)cc2)nc1Oc1ccc(F)cc1 | 0.9% | 3% | -9% | -0.1% | -1.6 | 94 | i | 48 | 19% | 0.7% | 9% | Dengue-2 NS5 capping pilot replicate=3.3
O=C(Nc1ccc(C(=O)N2CCCC2)cc1)c1cccc(C(F)(F)F)c1 | -0.3% | -8% | 6% | -0.2% | -0.6 | 71 | i | 9 | 28% | 9.5% | -1%
Cc1ccc(Cl)cc1NC(=O)COC(=O)CSc1ccccc1 | . | 2% | 4% | -1.2% | 2.0 | 44 | i | 19 | . | . | .
C=CCNc1nc2ccccc2c(=O)[nH]1 | 0.3% | -11% | 5% | 1.6% | 1.0 | 24 | i | 42 | 6% | -0.1% | -9%
COc1ccc(C(=O)/C(=C\c2sccc2C)c2nc3ccccc3o2)cc1 | -0.3% | . | . | . | -1.1 | 61 | i | 44 | 4% | 2.0% | -2%
CC1(C)Cc2c(sc(NC(=O)C(=O)N3CCCC3)c2C(N)=O)CO1 | 1.0% | -4% | 6% | -0.2% | 0.3 | 75 | i | 28 | 2% | -0.1% | 2%
Cc1c(NS(C)(=O)=O)c(=O)n(-c2ccccc2)n1C | 0.6% | 1% | 3% | -1.5% | 2.7 | 51 | i | 42 | 5% | 1.8% | 11%
